High-throughput results (PubChem BioAssay)
Shn3 3UTR inh = inhibitors of Schnurri-3 3'UTR reporter in osteoblasts. inhibition, % at 12.5 µM. Clone20 osteoblast Shn3 3'UTR firefly luciferase, 24 h. 360,000 tested, 0.52% active;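 active = mean inhibition of at least 75% with every replicate also reaching 75%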;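 also: 0% = median of neutral control wells and 100% = pilot-screen positive control compound; some compounds past the cut are filed as inactive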
CF NFkB block = blocks PAF-induced NF-kB reporter in cystic fibrosis cells; KKLEB NF-kB-GFP reporter, GFP fluorescence overnight; inhibition, % at 5 µM; 360,000 tested, 0.86% active;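 active = at least 50% inhibition at 5 µM, scaled per plate between neutral and stimulator controls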;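 also: PAF is a Pseudomonas aeruginosa culture filtrate used as stimulus; plate controls were PAF-stimulated DMSO wells for no effect and unstimulated DMSO wells for full effect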
KKLEB cytotox = counter-screen for CF NF-kB inhibitors: cytotoxicity | KKLEB CF airway cells viability, ATPlite luminescence, overnight; hits give low values; cells stimulated with P. aeruginosa culture filtrate | activity change (cytotoxicity), % at 5 µM | 360,000 tested, 0.36% active | AID 602141;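 active = corrected activity change at or below -50% at 5 µM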
HIF-2a inh = HIF-2a inhibition | AID 624352 | 786-0 RCC cells HIF-2a reporter, luciferase luminescence, overnight | 360,000 tested, 0.72% active | inhibition, % at 18.8 µM;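 active = inhibition of the luminescence signal of 40% or more relative to plate controls, in a single-dose primary screen at 18.75 µM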
Vif inh = inhibitors of HIV Vif. HEK293T cells, Vif self-association by quenched fluorescence, imaging, 24 h. inhibition, % at 7.49 µM. 340,000 tested, 0.35% active. AID 602346; in the data active = inhibition above about 50%, passing the limit was not always enough; also: some results filed as inactive read as strong as hits
Peg3 promoter = inhibitors of Peg3 promoter | 360,000 tested, 1.7% active | HeLa PEG-Prom luciferase reporter, luminescence, overnight | inhibition, % at 20 µM | AID 588405;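 active = inhibition of at least 50% at 20 µM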
TRPM1 prom inh = MITF TRPM1 promoter inhibition in SK-MEL-5 cells. 330,000 tested, 0.83% active. inhibition, % at 12.5 µM. SK-MEL-5 TRPM1 promoter luciferase, 24 h;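 active = mean inhibition across replicates of 60% or more, whatever share of single replicates reaches that level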; also: values of inactives mirror those of a sister screen read the other way
CaV13 FRET inh = Disruptors of the CACNA1D IQ motif to Ca2+-dependent inactivation inhibitor domain association, primary screening, Förster resonance energy transfer in intact living …; inhibition, % at 12.3 µM; 340,000 tested, 0.098% active; HEK cells, CFP/YFP FRET ICDI-IQ, plate reader, 10 min; percent FRET-ratio fall versus neutral wells;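 active = mean replicate inhibition of at least 30% and at least 1% of replicates passing that level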;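 also: 0% = median of the neutral control wells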
NR2E3 ag-1 = activates human photoreceptor nuclear receptor NR2E3 | Q9Y5X4 | GST-NR2E3/biotin-RetCOR TR-FRET, 1536-well | inhibition of corepressor binding, % at 4.78 µM | 320,000 tested, 0.12% active | AID 2300;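 active = percent inhibition above the cutoff of mean plus 3 SD of all tested compounds, set per screening campaign, cut at about 20% in these data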;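 also: 0% = DMSO wells and 100% = biotin wells as full block of FRET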
Target sequence (Q9Y5X4 whole entry, looked up): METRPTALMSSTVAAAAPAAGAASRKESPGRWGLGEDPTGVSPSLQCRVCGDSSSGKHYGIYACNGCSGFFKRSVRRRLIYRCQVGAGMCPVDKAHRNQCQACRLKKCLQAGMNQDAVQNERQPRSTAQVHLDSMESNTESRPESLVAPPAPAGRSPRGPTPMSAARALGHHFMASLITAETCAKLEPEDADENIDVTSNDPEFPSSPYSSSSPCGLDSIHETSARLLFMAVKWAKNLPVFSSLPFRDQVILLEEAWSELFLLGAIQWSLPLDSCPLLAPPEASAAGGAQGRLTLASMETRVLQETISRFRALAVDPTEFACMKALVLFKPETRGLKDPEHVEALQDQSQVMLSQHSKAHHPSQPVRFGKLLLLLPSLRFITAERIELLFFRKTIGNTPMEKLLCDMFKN
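Material: NR2E3–RetCOR corepressor complex | Quantity: 1.35 nM GST-tagged NR2E3 final | Schedule: 5 h at 4 °C | Replication: Singlicate compound wells | Reagent: RetCOR corepressor, biotinylated, 7 nM | Controls: Biotin wells as high control, 0.6% DMSO wells as low control | Signal: TR-FRET, Eu(K)-anti-GST donor, streptavidin-D2 acceptor, ex 340, em 617/671 nm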
PDI turbidity = blocks human protein disulfide isomerase activity; PDI insulin aggregation turbidity, A650, 90 min; inhibition, % at 10 µM; 350,000 tested, 0.052% active; AID 588391;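 active = mean inhibition across replicates of 30% or more, whatever share of single replicates reach that level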;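 also: absorbance from insulin aggregation driven by PDI reduction with DTT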
Target sequence (P07237 whole entry, looked up): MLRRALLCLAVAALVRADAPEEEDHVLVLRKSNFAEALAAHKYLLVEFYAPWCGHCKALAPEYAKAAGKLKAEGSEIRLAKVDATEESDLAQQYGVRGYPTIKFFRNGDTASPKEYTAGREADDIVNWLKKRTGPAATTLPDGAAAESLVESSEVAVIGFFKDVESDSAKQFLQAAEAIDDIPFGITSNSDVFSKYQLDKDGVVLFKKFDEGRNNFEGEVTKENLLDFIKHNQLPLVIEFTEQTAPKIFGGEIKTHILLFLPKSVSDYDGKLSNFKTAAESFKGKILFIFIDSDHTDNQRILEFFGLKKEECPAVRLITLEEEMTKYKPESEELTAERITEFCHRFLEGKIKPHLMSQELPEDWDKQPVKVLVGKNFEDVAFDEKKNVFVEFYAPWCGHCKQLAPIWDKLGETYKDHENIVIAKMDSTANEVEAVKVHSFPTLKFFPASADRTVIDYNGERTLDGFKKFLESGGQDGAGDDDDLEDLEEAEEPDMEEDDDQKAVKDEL
NR2E3 ag-2 = agonists of human NR2E3 nuclear receptor. Q9Y5X4. CHO-S Gal4-NCOR/VP16-NR2E3 two-hybrid, luciferase. inhibition of corepressor binding, % at 3.98 µM. 360,000 tested, 0.35% active. AID 602229;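 active = inhibition above the mean of all tested compounds plus 3 SD, cut at about 70% in these data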;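 also: 0% = DMSO with NR2E3 transfected cells and 100% = cells lacking NR2E3 construct; higher means lower luciferase signal from less NR2E3 corepressor binding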
* = called active by the depositor; . = not tested or not shown.

Preview, 4 compounds:
SMILES	Shn3 3UTR inh	CF NFkB block	KKLEB cytotox	HIF-2a inh	Vif inh	Peg3 promoter	TRPM1 prom inh	CaV13 FRET inh	NR2E3 ag-1	PDI turbidity	NR2E3 ag-2
Cc1cc(C(=O)COC(=O)C23CC4CC(CC(O)(C4)C2)C3)c(C)n1-c1c(C)n(C)n(-c2ccccc2)c1=O	0	-13	5	11	-7	6	1	-3	-2	-3	-13
C=CCn1c(=O)/c(=C/c2ccc(C)o2)s/c1=C(/C#N)C(=O)c1ccccc1	10	-8	-9	-17	18	2	-7	-4	2	3	-8
C=CCNC(=O)C1CC(=O)N(c2ccc(OCC(=O)Nc3ccccc3)cc2)C1 (configuration not stated)	-139	3	-7	-157	-2	-172	-93	-5	-1	-6	-8
O=C(Cn1cnc2ccccc21)Nc1ccccc1-c1ccccc1	0	-4	3	17	1	12	18	-19	2	-5	-14

Main list, from the first entry:
SMILES	Shn3 3UTR inh	CF NFkB block	KKLEB cytotox	HIF-2a inh	Vif inh	Peg3 promoter	TRPM1 prom inh	CaV13 FRET inh	NR2E3 ag-1	PDI turbidity	NR2E3 ag-2
Cc1cc(C(=O)COC(=O)C23CC4CC(CC(O)(C4)C2)C3)c(C)n1-c1c(C)n(C)n(-c2ccccc2)c1=O	0	-13	5	11	-7	6	1	-3	-2	-3	-13
C=CCn1c(=O)/c(=C/c2ccc(C)o2)s/c1=C(/C#N)C(=O)c1ccccc1	10	-8	-9	-17	18	2	-7	-4	2	3	-8
C=CCNC(=O)C1CC(=O)N(c2ccc(OCC(=O)Nc3ccccc3)cc2)C1 (configuration not stated)	-139	3	-7	-157	-2	-172	-93	-5	-1	-6	-8
O=C(Cn1cnc2ccccc21)Nc1ccccc1-c1ccccc1	0	-4	3	17	1	12	18	-19	2	-5	-14
CCOC(=O)c1c[nH]c2nc(C)ccc2c1=O	-8	12	3	-25	-3	-30	2	-5	2	5	-10
CN(C)c1ccc(P(=O)(COc2ccc([N+](=O)[O-])cc2)c2ccc(N(C)C)cc2)cc1	18	10	-6	23	-5	6	.	-4	0	-1	10
c1cncc(-c2csc(-c3cccnc3)n2)c1	-2	3	-10	-32	-11	-63	-28	-17	-3	1	-12
CN(C)C(=O)c1ccc(Cl)cc1[N+](=O)[O-]	0	-5	0	20	-8	7	7	-2	-1	-7	-23
O=C(CSc1nc2ccccc2c(=O)n1CCCC(=O)N1CCCC1)NCc1ccco1	10	2	-7	17	-1	11	13	-6	-2	3	-5
CCn1ncc(Br)c1C(=O)Nc1ncc(C)s1	-21	-6	6	-63	-8	-54	-8	-2	4	-4	-26
CC(C)n1c(SCC(=O)NCc2ccco2)nnc1C1CC1	-15	-3	-2	0	0	21	9	-5	3	12	1
CSc1cccc(NC(=S)N2CCC(N(C)C(C)C)CC2)c1	9	0	-6	9	0	3	-9	-6	0	-3	-18
Cc1ccc(NC(=O)CC(C)c2ccccc2)cc1S(=O)(=O)N1CCOCC1 (configuration not stated)	7	8	2	15	-19	13	12	-5	.	1	-8
COC(=O)[C@H](CCSC)NC(=O)Nc1ccc(OC)cc1OC	-23	-6	9	4	1	16	1	-9	-1	-11	1
COc1ccc(NS(=O)(=O)Cc2ccccc2Cl)cn1	-23	-6	-5	12	-7	9	-3	-5	-1	2	-4
COCc1cc(C)nc(NC2CCCCC2)c1C#N	-2	5	-11	17	.	11	-5	-6	-3	9	-23
O=C(Nc1nc(-c2ccc(F)c(F)c2)cs1)c1ccc(OCC2CCCO2)cc1 (configuration not stated)	32	37	-30	-11	3	2	27	.	1	-6	-20
CCn1c(CNS(=O)(=O)c2ccc(Br)cc2)n[nH]c1=S	8	-14	6	22	4	2	4	-6	0	-3	1
CC(=O)N1CCc2cc(S(=O)(=O)NCCC(=O)NC3CCCc4ccccc43)ccc21 (configuration not stated)	14	-15	-22	10	-9	7	16	.	0	3	3
COc1ccc(NC(=O)C23CCC(C)(C(=O)C2)C3(C)C)cc1 (configuration not stated)	5	2	3	8	-10	3	2	.	2	0	-4
COc1ccc(C(=O)OCC(=O)NC2CC2)cc1S(=O)(=O)N1CCOCC1	9	10	-5	14	1	11	0	-2	-1	0	3
COc1ccccc1NC(=O)C1CCN(c2ncnc3c2nc2n3CCCCC2)CC1	14	2	6	-2	0	5	3	-7	-2	-5	-36
Cc1ccc(-c2csc3ncnc(Nc4ccc(C(=O)O)cc4)c23)cc1	.	43	-2	31	-9	16	7	-4	1	0	-1
CSCCC(c1nnnn1C(C)(C)C)N1CCN(C/C=C/c2ccccc2)CC1 (configuration not stated)	1	-9	14	2	-2	5	.	-6	.	.	-25
O=[N+]([O-])c1ccc(C[n+]2cccc3ccccc32)cc1	-15	-32	-6	16	-3	6	6	-10	2	2	-15

The final 2 compounds of the section above come first, to join the parts.
SMILES	Shn3 3UTR inh	CF NFkB block	KKLEB cytotox	HIF-2a inh	Vif inh	Peg3 promoter	TRPM1 prom inh	CaV13 FRET inh	NR2E3 ag-1	PDI turbidity	NR2E3 ag-2
CSCCC(c1nnnn1C(C)(C)C)N1CCN(C/C=C/c2ccccc2)CC1 (configuration not stated)	1	-9	14	2	-2	5	.	-6	.	.	-25
O=[N+]([O-])c1ccc(C[n+]2cccc3ccccc32)cc1	-15	-32	-6	16	-3	6	6	-10	2	2	-15
COc1ccc(-c2cc(-c3ccccc3)nc(-c3ccc4c(c3)NC(=O)CO4)c2)cc1	-8	-24	-4	-1	-3	4	-13	-5	0	-7	-7
CC1CC(C)CN(C(=O)Cn2c(=O)n(CCCCC(=O)NC3CCCC3)c(=O)c3ccccc32)C1 (configuration not stated)	-25	9	4	15	1	13	3	-5	4	-3	-12
O=C1/C(=C/c2ccc(F)cc2)SC(=S)N1N1CCOCC1	0	0	4	4	-7	-7	-2	-3	3	-5	-10
COc1ccccc1CN(CC(=O)NCc1ccc(F)cc1)C(=O)c1csnn1	11	-2	7	9	-11	2	-3	-4	2	17	2
Cc1cccc(Nc2nc(N)c([N+](=O)[O-])c(N3CCC(C)CC3)n2)c1	19	15	-3	-6	-12	42	-3	-4	1	0	2
O=C(Nc1cccc2ccccc12)N1CC=C(c2ccccc2)CC1	-3	-4	2	-43	10	10	11	-7	0	0	-16
CNC(=O)c1ccsc1NC(=O)c1sc2ccccc2c1Cl	-23	-67	-4	-279	-1	-142	-71	-6	-4	-5	-41
C=CCS(=O)(=O)c1cccc2cccnc12	15	1	-6	15	-3	3	-1	1	-2	15	-21
CC1(C(=O)NC2CCCC2)CCC(=O)N1Cc1ccccc1 (configuration not stated)	-10	3	5	12	0	14	-1	-6	-1	-9	-20
O=C(O)CCn1cnc2ccccc2c1=O	-8	-5	-9	-5	-44	8	-9	.	0	0	-34
Cc1ccc(C(=O)Nc2cccc(C(F)(F)F)c2)cc1Nc1ccccn1	0	20	27	-17	-9	4	12	-9	-3	-5	-6
Cc1ccc(-c2csc3nnc(SCC(=O)N4CCN(Cc5ccccc5)CC4)n23)cc1	4	-3	10	-34	-3	-9	7	-5	-3	-1	-28
CC(C)NC(=O)NC(=O)CSc1ccccc1F	-3	9	1	7	16	-1	3	-5	-1	-1	-21
CCN(CC)S(=O)(=O)c1ccc2oc(C(=O)NC3CCCc4ccccc43)c(C)c2c1 (configuration not stated)	43	4	-7	14	-4	19	13	-9	3	-3	4
COc1ccc(C(=O)NC(=S)Nc2cccnc2)cc1OC	10	13	-5	-7	-22	-10	-6	8	-3	-2	14
O=C(Nc1ccc(NC(=O)c2cccs2)c(Cl)c1)c1ccco1	-29	3	-7	-5	1	-6	-1	-6	1	3	-2
COc1ccccc1N(CC(O)CN1CCCCC1)S(=O)(=O)c1ccc(C)cc1 (configuration not stated)	-6	-8	1	12	-4	8	-2	-7	2	2	-23
CCN(C[C@H]1N[C@@](CC)(C(=O)OC)[C@H]2C(=O)N(C)C(=O)[C@@H]12)C(=O)Nc1ccc(C)cc1	-4	-5	3	-32	2	-2	-11	-3	.	-7	-6
O=C(Nc1ccc(N2CCN(Cc3ccccc3)CC2)cc1)c1ncn[nH]1	-2	10	1	-1	3	6	9	-9	0	1	-42
O=C(O)C1C(c2ccccc2)C(C(=O)OCc2ccco2)C1c1ccccc1 (configuration not stated)	9	-2	-1	14	-11	-6	-10	-4	2	5	-5
Cc1ccccc1NC(=O)CSCc1cc(=O)n2ccsc2n1	-10	16	1	18	0	0	-1	-14	2	-49	-24
CCCC(=O)OCCNc1cc(Sc2nc3ccccc3[nH]2)c2nonc2c1[N+](=O)[O-]	93*	92*	-66*	94*	-4	109*	-5	-5	0	-5	-8
Cc1ccc(OCc2ccc(C(=O)O)o2)c([N+](=O)[O-])c1	4	-18	5	-2	-4	-21	-2	-5	-2	-8	-36
CCOC(=O)Cc1cc(=O)c2cc(C)ccc2[nH]1	16	-20	2	11	3	6	7	-4	-2	4	1
Cc1ccc(/C=C/C(=O)N2CCCC(C)C2)cc1 (configuration not stated)	-20	20	-8	-124	-2	-188	-91	-3	-1	-5	-123
CN(c1ccccc1)S(=O)(=O)c1cccc(C(=O)NNC(=O)c2ccncc2)c1	-10	2	-4	2	-1	-7	9	-6	-5	-2	-5
CC(C)c1ccc(NC(=O)C(c2ccccc2)N(C)C(=O)c2cnccn2)cc1 (configuration not stated)	-11	2	9	11	-1	6	7	-2	2	-8	1

3 successive compounds from above, quoted:
SMILES	Shn3 3UTR inh	CF NFkB block	KKLEB cytotox	HIF-2a inh	Vif inh	Peg3 promoter	TRPM1 prom inh	CaV13 FRET inh	NR2E3 ag-1	PDI turbidity	NR2E3 ag-2
COc1ccccc1CN(CC(=O)NCc1ccc(F)cc1)C(=O)c1csnn1	11	-2	7	9	-11	2	-3	-4	2	17	2
Cc1cccc(Nc2nc(N)c([N+](=O)[O-])c(N3CCC(C)CC3)n2)c1	19	15	-3	-6	-12	42	-3	-4	1	0	2
O=C(Nc1cccc2ccccc12)N1CC=C(c2ccccc2)CC1	-3	-4	2	-43	10	10	11	-7	0	0	-16
